RmlCD inh 1536: inhibitors of Mycobacterium tuberculosis RmlC and RmlD coupled enzymes | P9WH09+P9WH11 | RmlC+RmlD coupled enzyme assay, percent inhibition; primary screen in compound mixtures | inhibition, % at 3.6 µM | hit rate 0.03% among 160,000 | AID 1533; in the data active = inhibition mostly above about 34%, no sharp cut-off; note: some results filed as inactive read as strong as hits
Target sequence (P9WH09 whole entry, looked up): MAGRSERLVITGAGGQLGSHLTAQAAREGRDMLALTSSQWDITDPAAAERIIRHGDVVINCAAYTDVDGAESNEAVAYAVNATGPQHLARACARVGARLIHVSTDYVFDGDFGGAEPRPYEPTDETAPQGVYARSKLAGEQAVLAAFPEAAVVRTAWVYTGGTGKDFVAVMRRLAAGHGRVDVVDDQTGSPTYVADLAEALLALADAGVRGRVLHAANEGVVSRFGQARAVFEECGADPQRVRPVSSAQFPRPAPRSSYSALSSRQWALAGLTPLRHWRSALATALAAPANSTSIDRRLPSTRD
Target sequence (P9WH11 whole entry, looked up): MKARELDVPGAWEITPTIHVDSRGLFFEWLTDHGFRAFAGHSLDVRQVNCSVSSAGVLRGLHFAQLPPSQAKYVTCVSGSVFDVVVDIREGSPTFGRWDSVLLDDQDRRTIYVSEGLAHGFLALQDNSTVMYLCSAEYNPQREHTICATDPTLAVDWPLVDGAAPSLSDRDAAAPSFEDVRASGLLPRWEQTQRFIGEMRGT
GlmU inhibition: inhibition of mycobacterial GlmU enzyme – biochemical, glucosamine-1-phosphate acetyltransferase (AID 1376); M. tuberculosis GlmU acetyltransferase enzyme assay; higher % means a stronger effect; inhibition, %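 (tested at 30 µM in the primary screen)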, or IC50 in µM where a hit was titrated; hit rate 0.25% among 220,000; in the data active = inhibition above about 13%;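 note: 0% = complete reaction with vehicle and 100% = reaction without substrate; strong numbers were not always called active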
Numbers without * were called inactive; . = no result given; & = joins results of further samples. Not all compounds are listed. The share of hits here may be higher or lower than overall.

Value order – RmlCD inh 1536, GlmU inhibition
> C/C(CC(=O)Nc1cc(Cl)ccc1Cl)=N\NC(=O)c1ccco1
    10.8, -4.2%
> COC(=O)c1ccccc1NC(=S)N(C)C
    ., -4.2%
> COc1cc(/C=C/C(=O)N2C(=O)c3cccc(N)c3C2=O)cc(OC)c1OC
    2.6, 2.1%
> CCOc1ccc2oc(C(=O)O)c(C)c2c1
    36.1, 0.3%
> COCCCN1C(=O)c2ccc(C(=O)OCC(=O)NCCc3ccccc3)cc2C1=O
    -0.2, 2.1%
> Cc1cccc(NC(=O)c2ccc([N+](=O)[O-])cc2Cl)n1
    1.5, 0.6%
> COC(=O)C(CCSC)NC(=O)CNC(=O)C1CCCCC1 (centres undefined)
    8.6, 0.4%
> COc1ccc(NS(=O)(=O)c2ccc(Oc3cccc(C(=O)O)c3)cc2)cc1
    7.4, 4.5%
> Cc1ccc(-n2c(Cc3cccn3C)nnc2SCC(=O)NCc2ccc3c(c2)OCO3)cc1
    -0.9, 0.4%
> C=CCn1cccc(C(=O)Nc2cc(OC)ccc2OC)c1=O
    13.3, 5.7%
> COc1cccc(C2CC(c3ccc(F)cc3)Nc3nc(N)nn32)c1 (centres undefined)
    8.6, 2.3%
> c1ccc(Nc2cccc(Nc3ccccc3)c2)cc1
    ., -5.1%
> O=C(c1ccccc1)N1CCC(=O)N(C(CO)Cc2ccccc2)CC1 (centres undefined)
    ., -4.6%
> COC(=O)c1sc(-c2ccccc2)cc1NC(C)=O
    -3.7, 4.4%
> O=C(Cn1c(=O)oc2cccnc21)Nc1ccc(C(F)(F)F)cc1
    2.2, 4.5%
> COc1ccc2c(c1)c1nnc(SCC(=O)N3C(C)CCCC3C)nc1n2C (centres undefined)
    11.4, -0.8%
> CCc1ccc(C2C3=C(CCCC3=O)OC3=C2C(=O)CCC3)cc1
    ., -1.8%
> CCOC(=O)C1CCCN(Cc2nc(N)nc(Nc3ccc(C)cc3)n2)C1 (centres undefined)
    7.2, -0.1%
> O=C(Nc1ccc(N2CCOCC2)cc1)c1ccc2nc(-c3ccco3)c(-c3ccco3)nc2c1
    -3.5, 10.1%
> COC(=O)c1ccc(NC(=O)CN(C)Cc2cccc(F)c2)cc1
    7.5, 7.4%
> Nc1nc(SCC(=O)NCc2ccc(F)cc2)[nH]c(=O)c1NC(=O)c1ccc(Cl)cc1
    -9.4, 9.2%
> COc1ccc(C2C(C(=O)N3CCOCC3)c3ccccc3C(=O)N2c2ccc(OC)cc2)cc1 (centres undefined)
    -7.5, 0.9%
> Cc1cc(NC(=O)CCS(=O)(=O)c2nc(-c3ccccc3)cc(C(F)(F)F)n2)no1
    ., -6.0%
> CCn1c(NC(=O)C(C)C)c2ccccc2nc1=O
    -10.8, 7.2%
> COc1ccccc1/C=N\Nc1cc(C)nc(-n2nc(C)cc2C)n1
    -12.1, -1.0%
> Cc1ccc(NC(=O)Cn2c3ccc(F)cc3c3nc4n(c(=O)c32)CCS4)cc1F
    -11.9, -0.8%
> CCCn1c(=O)c(C(=O)NCc2ccc(OC)c(OC)c2)c(O)c2ccccc21
    3.2, -4.9%
> CCOC(=O)c1cnc(SC2CCc3ccccc3C2=O)nc1N (centres undefined)
    1.4, -5.6%
> O=C1N(c2ccccc2)C[C@@H]2C[C@@H](c3cccs3)N3CCC[C@@]123
    9.8, 3.4%
> O=S(=O)(NCc1ccccc1)c1ccc(F)cc1Br
    4.9, 6.0%
> COc1ccc(C2C(C(C)=O)=C(O)C(=O)N2C)c(OC)c1 (centres undefined)
    ., 0.0%
> O=C(/C=C/c1ccc(F)cc1)Nc1cc(S(=O)(=O)N2CCOCC2)ccc1N1CCCC1
    10.3, 1.3%
> COc1nsnc1NS(=O)(=O)c1ccc(NC(=S)NC(=O)c2ccncc2)cc1
    ., -1.0%
> COCCn1c(C)cc(C(=O)CSc2nc3ccccc3c(=O)n2Cc2ccco2)c1C
    9.4, 1.5%
> CCOc1ccc(OCCOc2cccc(C(F)(F)F)c2)cc1
    ., 0.2%
> CCC(=O)Oc1ccc(-c2cnc3ccccc3n2)cc1
    -7.5, 0.7%
> CC(=O)c1cn(CC(=O)Nc2c(C)cccc2C)c2ccccc12
    7.3, -2.2%
> Cn1c(C2CC(=O)N(Cc3ccccc3)C2)nc2ccccc21 (centres undefined)
    26.4, 3.0%
> CN(C)/C=N/c1cc(=O)[nH]c(=O)n1CC1CC1
    ., 1.6%
> COc1ccc(CCN(C(=O)c2cccc(F)c2)C2CC(=O)N(c3ccc(OC)cc3)C2=O)cc1 (centres undefined)
    ., -2.8%
> CCCC(C)c1nnc(NC(=O)C(=O)OCC)s1 (centres undefined)
    -0.7, -2.1%
> O=C(Nc1ccccc1-c1ccccc1)c1cccc(C(F)(F)F)c1
    7.8, -0.4%
> C=C(C)CNC(=S)N/N=C(\C)c1ccc(-n2ccnc2)cc1
    -8.2, 4.1%
> Cc1ccc2cc(/C=N/Nc3ccc(C(=O)O)cc3)c(Cl)nc2c1
    -6.6, -2.7%
> CCCCCCNC(=O)n1cc(F)c(=O)[nH]c1=O
    ., -3.4%

Sorted by molecular weight (ascending): part of the list above.
Value order – RmlCD inh 1536, GlmU inhibition
> CCC(=O)Oc1ccc(-c2cnc3ccccc3n2)cc1
    -7.5, 0.7%
> O=C(Nc1ccccc1-c1ccccc1)c1cccc(C(F)(F)F)c1
    7.8, -0.4%
> COCCn1c(C)cc(C(=O)CSc2nc3ccccc3c(=O)n2Cc2ccco2)c1C
    9.4, 1.5%
> O=C(/C=C/c1ccc(F)cc1)Nc1cc(S(=O)(=O)N2CCOCC2)ccc1N1CCCC1
    10.3, 1.3%
> COc1ccc(CCN(C(=O)c2cccc(F)c2)C2CC(=O)N(c3ccc(OC)cc3)C2=O)cc1 (centres undefined)
    ., -2.8%

Next part.
Value order – RmlCD inh 1536, GlmU inhibition
> O=C(CSc1n[nH]c(=O)[nH]c1=O)c1cccc([N+](=O)[O-])c1
    -0.4, 3.8%
> Cc1ccc(S(=O)(=O)N2CCN(CC(=O)Nc3ccc([N+](=O)[O-])cc3)CC2)cc1C
    2.1, -1.8%
> Cc1ccc(S(=O)(=O)N(CC(=O)NCCSC2CCCCC2)c2ccccc2F)cc1
    ., -2.8%
> CCCCc1n[nH]c(=S)n1Cc1ccccc1
    ., -3.3%
> Cc1ccccc1-c1nc(CN(Cc2c(C)nn(C)c2C)C2CC2)c(C)o1
    0.8, 2.8%
> O=S1(=O)CCN(Cc2ccccc2C(F)(F)F)CC1
    -10.8, -3.1%
> COc1ccc(O)c(/C=N/NC(=O)CSc2nnc(C)n2-c2ccccc2)c1
    15.3, 1.3%
> Clc1ccccc1OCc1nc(-c2ccc(Br)o2)no1
    ., 5.7%
> Cn1c(-c2ccccc2[N+](=O)[O-])[n+](C)c2ccccc21
    7.3, 0.6%
> Cc1cccc(N2CCN(C(=O)CCN3C(=S)NC(C)(C)CC3C)CC2)c1C (centres undefined)
    -4.0, -0.6%
> CC1Cc2nc(SCC(N)=O)n(Cc3ccccc3)c(=O)c2S1 (centres undefined)
    ., 0.2%
> Cc1ccc2c(c1)nc(NCCO)n2C
    4.5, 4.5%
> CCn1cnc2c1c(=O)n(CC(=O)Nc1cc(C)on1)c(=O)n2Cc1ccccc1
    ., 8.2%
> Cc1cc(C)c2c3c(cn2n1)c(=O)n(C)c(=O)n3C
    ., 2.1%
> CC(=O)Nc1ccc(S(=O)(=O)Nc2ccc(-c3ccc4nnc(C)n4n3)cc2)cc1
    -7.3, 1.2%
> O=c1[nH]c2ccc(NC(=S)NCc3ccccc3)cc2[nH]1
    ., -2.2%
> O=C(c1ccccc1[N+](=O)[O-])N1CCc2ccccc2C1
    ., 7.3%
> Cc1ccc(NC(=O)NN(C)c2c(Cl)c(Cl)nn2C)cc1
    10.9, -2.8%
> CC(C)(C)c1ccc(OC(=O)CN2C(=O)C3C4CCC(C4)C3C2=O)cc1 (centres undefined)
    2.1, 4.5%
> O=c1cc2oc3cc(O)c(O)cc3c(-c3ccccc3O)c-2cc1O
    7.1, 15.4%*
> CCNC(=O)N1CCNC(=O)C1CC(=O)Nc1ccc(C(=O)OCC)cc1 (centres undefined)
    10.7, -6.1%
> S=c1[nH]nc(-c2ccncc2)n1CC1CCCO1 (centres undefined)
    ., 0.2%
> Cc1ccc(N2CC(C(=O)N/N=C/c3sccc3C)CC2=O)cc1 (centres undefined)
    -8.1, -2.4%
> O=C(N/N=C/c1ccccn1)c1cc(-c2ccccc2)nc2ccccc12
    ., -4.6%
> COc1cccc(-c2nnc3sc(-c4cccs4)nn23)c1
    -2.9, -1.2%
> CC1(C)CC(=O)c2cc3c(N)c(C(=O)NCc4ccccc4)sc3nc2C1
    ., -1.3%
> COc1ccc(NC(=O)CSc2nnc(-c3cccs3)n2-c2ccccc2)cc1
    ., 0.2%
> COc1cc(NC(=O)Cn2cnc3sc(C)c(S(=O)(=O)N4CCN(C)CC4)c3c2=O)cc(OC)c1OC
    9.5, -4.2%
> COc1ccc2c(c1)[nH]c1c(=O)n(N)cnc12
    ., 1.2%
> CCOc1ccc(C(=O)NC(=S)Nc2ccc(N3CCC(C)CC3)cc2)cc1[N+](=O)[O-]
    2.3, 3.0%
> CC(=O)Nc1ccc(C(=O)NNC(=O)c2cccs2)cc1
    -1.5, -1.6%
> Cc1ccc(SCC(=O)NC(C)(C)C)cc1
    -12.0, 2.2%
> Cc1nn(Cc2ccccc2)c(C)c1N
    9.0, -1.9%
> COc1ccc(/C=C/C(=O)N(Cc2ccccc2)c2ccccn2)cc1OC
    10.8, -7.3%
> COCCOC(=O)C1=C(C)NC(=O)NC1c1c(Cl)nc2c(C)cccn2c1=O (centres undefined)
    -7.6, -0.2%
> CCOc1ccccc1NC(=O)NC1(C(=O)N2CCOCC2)CCCCC1
    ., 2.7%
> CCCCc1nc(NCCNC(=O)c2ccccc2)c(C#N)c2c1CSC(C)(C)C2
    16.7, -6.7%
> O=S(=O)(NCc1csc(-c2cccs2)n1)c1ccc(Cl)cc1
    ., 0.1%
> O=C(COc1cccc(F)c1)N[C@@H](Cc1ccccc1)c1nc2ccccc2[nH]1
    1.1, -0.5%
> CCCn1c(CN2CCCCC2C)nc2c1c(=O)n(C)c(=O)n2C (centres undefined)
    26.2, 0.3%
> CCOC(=O)c1nn(-c2ccc(Cl)cc2)c2nnc(Cc3ccc(C)cc3)c(=O)n12
    -2.7, -9.6%
> CNC(=S)N=Nc1c(O)[nH]c2ccccc12
    -9.4, 5.1%
> COc1ccc2[nH]c(C)c(CCNC(=S)Nc3ccccc3OC)c2c1
    3.4, -1.5%
> COc1cc2c(cc1OC)C(C(=O)N1CCN(c3ccccn3)CC1)C(c1cccs1)N(C)C2=O (centres undefined)
    20.8, .
> Cc1[nH]ncc1N=Cc1ccc([N+](=O)[O-])cc1
    ., 2.6%
> CC(=O)OC1CC(c2cc(C(C)(C)C)c(O)c(C(C)(C)C)c2)=NO1 (centres undefined)
    ., 4.2%
> COc1ccc(-c2cc(C(=O)O)sc2C)cc1
    71.7, -2.8%
> Cc1cc(Nc2cccc(F)c2)n2nc(C)nc2n1
    -4.2, 0.7%
> CCC(NC(=O)c1ccccc1NC(=O)c1ccccc1)C(=O)NNC(=O)c1cccnc1 (centres undefined)
    ., -0.8%
> CCOc1cccc(C(=O)Nc2cccc(C(=O)NC(C)(C)C)c2)c1
    ., 1.8%
> Cc1cccc(NC(=O)c2ccccc2OCC(=O)c2ccccc2)c1
    1.1, 2.5%
> C/C(CC(=O)N1CCCC1)=N\NC(=O)c1cc2ccccc2cc1O
    0.3, -0.2%
> O=C1N=C(N2CCN(c3ccccc3)CC2)S/C1=C\c1cn[nH]c1-c1ccccc1
    9.1, -2.0%
> O=C(CCCN1C(=O)c2ccccc2C1=O)Nc1ccccc1C(=O)N1CCOCC1
    0.0, 4.4%
> O=C(CSc1nc2ccccc2c(=O)n1NC(=O)Cc1ccccc1)NCc1ccco1
    ., 1.0%
> COc1c(C(=O)NNC(=O)c2ccccc2)csc1Br
    -6.8, 0.8%
> Cc1ccccc1N(CC(=O)NC(C)(C)C)C(=O)CS(=O)CC(=O)Nc1ccc2c(c1)OCO2 (centres undefined)
    6.9, 3.3%
> O=C(CCCc1ccccc1)NCc1ccc(F)cc1
    -3.5, -1.3%
> COC(=O)c1cc2occc2n1Cc1cccc(C)c1
    6.9, -7.1%
> CCOC1CCCCC1NS(=O)(=O)c1ccc(Cl)cc1 (centres undefined)
    16.8, 2.5%

New compounds follow:
Value order – RmlCD inh 1536, GlmU inhibition
> O=C(O)c1ccccc1N(Cc1ccccc1)C(=O)CO/N=C/c1ccccc1
    -0.3, -2.1%
> COc1cccc(-n2c(SCC(=O)NCCC3=CCCCC3)nc3n[nH]c(C)c3c2=N)c1
    -3.3, 0.3%
> O=C(CNC(=O)c1ccc(Br)cc1)NCC(=O)OCc1ccc(Cl)cc1
    7.8, 1.5%
> CCCCN(Cc1cc2cc(OC)ccc2[nH]c1=O)C(=O)c1ccco1
    5.2, 1.1%
> CC(=O)NCCn1c(SCC(=O)NCCC(C)C)nc2ccccc2c1=O
    -3.2, -1.3%
> COc1ccc(Sc2nc(-c3ccccn3)ncc2OC)cc1
    2.2, -3.7%
> CC(C)Oc1ncnc2c1[nH]c1ccccc12
    36.0, 2.6%
> CCCN(CCC)CCCNC(=O)c1ccc2c(c1)N(CC)C(=O)c1ccccc1S2=O (centres undefined)
    12.0, 7.6%&1.4%
> CCOC(=O)C1(CCOc2ccccc2)CCN(C2Cc3ccccc3C2)CC1
    6.8, -1.6%
> COC(=O)C(NC(C)=O)(Nc1sc2c(c1C(N)=O)CCCC2)C(F)(F)F (centres undefined)
    ., 0.1%
> O=S(=O)(Nc1ccc(N2CCOCC2)cc1)c1ccc(Cl)s1
    ., 1.4%
> CN(C)S(=O)(=O)c1ccc(C(=O)NCC(=O)N/N=C/c2ccccc2)cc1
    -6.5, -4.2%

From PubChem BioAssay
